TTR transcr act: activators of transthyretin transcription; SH-SY5Y TTR promoter Gaussia luciferase, luminescence; 100% = recombinant luciferase protein wells; activation, % at 16.7 µM; 92,000 compounds, 1.3% hits;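 active = activation above the mean of all tested compounds plus 3 SD, cut at about 9.5% in these data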;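 also: cells exposed to compounds for one day before reading; 0% = median of all test compound wells on the plate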
Active calls of the source: *.

SMILES	TTR transcr act
CC(=O)NC1C(=O)N=C(SCC(=O)Nc2cccc(Cl)c2)NC1=O (stereo not drawn)	3.6
COC(=O)[C@@]12C[C@@H](CC(=O)NCCc3ccccc3OC)C(=O)N(Cc3ccccc3)C1=CCC(C)(C)C2	1.5
CCCNC(=O)NC(=O)CSc1nnc(C)n1N	-3.0
Cc1ccc(CCNC(=O)CCS(=O)(=O)c2ccc(Br)cc2)cc1	-0.5
CC(Cc1ccccc1)=NNS(=O)(=O)c1ccc([N+](=O)[O-])cc1	-0.9
CC(=O)OCc1c(C(F)(F)F)nn(C)c1SCc1ccc(Cl)cc1	1.5
Cc1ccc(/C=C2/NC(=O)N(Cc3ccccc3)C2=O)s1	-1.0
Cc1cccc(-n2ncc3c(NCCCn4ccnc4)ncnc32)c1	0.1
Cc1cc([N+](=O)[O-])nn1CC(=O)Nc1ccc(Cl)cn1	2.3
COC(=O)[C@@]12CCCCC=C1N(CCc1ccc(Cl)cc1)C(=O)[C@H]2CC(=O)NCc1ccc(OC)c(OC)c1	-0.1
Clc1ccc(N=c2ssnc2Cl)cc1	0.4
O=C(NCCc1nc2ccccc2[nH]1)/C(=C/c1ccc2c(c1)OCO2)NC(=O)c1ccccc1	-0.9
CCOc1ccc(NC(=O)CCS(=O)(=O)c2ccc(Br)cc2)cc1	-0.8
CCN1C(=O)c2ccc(C(=O)Nc3c(C)cc(C)cc3C)cc2C1=O	2.4
CC(=NO)C1CCC2C3CCC4=CC(=NO)CCC4(C)C3C(O)CC12C (stereo not drawn)	-2.3
CCN(CC)c1ccc(C(=C2C=CC(=[N+](CC)CC)C=C2)c2ccc(N(CC)CC)cc2)cc1	-7.1
COC(=O)N/N=C/c1ccccc1OCc1ccccc1	0.2
Cc1ccc(C)c2sc(N3CCN(C(=O)c4ccc([N+](=O)[O-])o4)CC3)nc12	2.1
Cc1ccc(NC2c3ncccc3C(=O)N2C2CCCCC2)cc1C (stereo not drawn)	0.8
O=C(c1ccco1)N1CCN(Cc2nnc(-c3ccccc3)o2)CC1	-0.2
C=CCn1c(=O)c2c(nc3n2CC(C)CN3Cc2ccccc2)n(C)c1=O (stereo not drawn)	11.0*
O=C(CNc1cccc(C(F)(F)F)c1)N/N=C/c1cn(-c2ccccc2)nc1-c1ccccc1	2.5
COc1ccc(CCN2CC(C(=O)N(C)CCOc3ccccc3)CCC2=O)cc1 (stereo not drawn)	0.3
Clc1ccccc1Cc1noc(CN2CCN3CCCC3C2)n1 (stereo not drawn)	0.1
CC(=O)Nc1ccc(N2CCCCC2)c(C(=O)Nc2cccc(C)c2)c1	-0.8
Cc1ccc(S(=O)(=O)NCc2ccncc2)c(C)c1C	-3.3
CC(=O)c1sc(=S)n(-c2ccccc2)c1C	3.0
CCOC(=O)CSCC(=O)Nc1ccc(S(=O)(=O)N2CCCCC2)cc1	-2.1
O=[N+]([O-])c1ccc(-c2cn3c(n2)SCC3)cc1	-1.4
COc1ccc(-c2ccc(NS(=O)(=O)c3cc([N+](=O)[O-])c(C)c([N+](=O)[O-])c3)cc2)nn1	0.2
COc1ccc(C2CC3(O)CC(C#N)(C(=O)N3)C2(C#N)C#N)cc1 (stereo not drawn)	-1.0
Cc1ccc(-n2c(=S)[nH]c3sc4c(c3c2=O)CCc2ccccc2-4)cc1	4.0
CCNC(=O)CC1C(=O)N(CC)C(=S)N1NC(=O)c1ccc(Cl)cc1 (stereo not drawn)	4.8
COc1ccccc1OCCOc1ccccc1/C=N/n1cnnc1	-2.8
C=CCN(c1ccc(F)cc1)S(=O)(=O)c1cc(C(=O)OCC(=O)N(C)C2CCS(=O)(=O)C2)ccc1Cl (stereo not drawn)	-2.5
N#C/C(C(=O)N1CCCCC1)=C1\Nc2ccccc2S1	4.3
Clc1ccccc1-c1nc(-c2ccccc2)n[nH]1	2.7
CC(C)(C)NS(=O)(=O)c1ccc(CCC(=O)Nc2cc(Cl)ccc2Oc2ccccc2)cc1	-5.0
COCCN(C(=O)COC(=O)CSc1cc(C)ccc1C)c1c(N)n(Cc2ccccc2)c(=O)[nH]c1=O	-0.6
O=C(COc1ccccc1[N+](=O)[O-])OCCCOC(=O)COc1ccccc1[N+](=O)[O-]	2.9

Among those listed so far, these contain a furan ring, fused or not.
SMILES	TTR transcr act
Cc1ccc(C)c2sc(N3CCN(C(=O)c4ccc([N+](=O)[O-])o4)CC3)nc12	2.1
O=C(c1ccco1)N1CCN(Cc2nnc(-c3ccccc3)o2)CC1	-0.2

Rewritten as comma-separated lines: entries from further up.
SMILES,TTR transcr act
COc1ccc(CCN2CC(C(=O)N(C)CCOc3ccccc3)CCC2=O)cc1 (stereo not drawn),0.3
Clc1ccccc1Cc1noc(CN2CCN3CCCC3C2)n1 (stereo not drawn),0.1
N#C/C(C(=O)N1CCCCC1)=C1\Nc2ccccc2S1,4.3
COc1ccccc1OCCOc1ccccc1/C=N/n1cnnc1,-2.8

The listing continues.
SMILES	TTR transcr act
O=C(Nc1nnc(-c2ccc3c(c2)CCCC3)o1)C1CCCCC1	-1.5
Cc1ccc([C@H]2C[C@]34CNS(=O)(=O)[C@H]3C[C@H]2O4)cc1	3.4
COc1ncccc1-c1cc2nc(NCCNC(C)=O)n(C)c(=O)c2s1	-0.3
O=C(NCc1cccc(Cl)c1)N1CCN(S(=O)(=O)c2ccccc2F)CC1	-0.5
CC1CCN(c2ccc(NC(=S)NC(=O)c3ccc(-c4cccc([N+](=O)[O-])c4)o3)cc2)CC1	2.1
CN(C)C(CNC(=O)CCS(=O)(=O)c1ccccc1)c1ccccc1 (stereo not drawn)	2.5
O=C(Cc1ccccc1)N(c1ccc(F)cc1)C1C=CS(=O)(=O)C1 (stereo not drawn)	-0.5
COc1ccc(OCCCC(=O)NNC(=O)CCN2CCN(c3ccccc3)CC2)cc1	-1.8
O=C(O)/C=C/c1ccc(S(=O)(=O)Nc2ccc(OCc3ccccc3)cc2)cc1	0.1
NS(=O)(=O)c1ccc(CNC(=O)c2ccc(C(=O)c3ccccc3)cc2)cc1	-1.0
CNC(=O)CSc1nc2c([nH]c3ccccc32)c(=O)n1CCOC	-0.7
N#Cc1ccc(CC(=O)c2ccccc2)[nH]c1=O	1.3
CCOC(=O)c1oc2c(c1C)C(=O)CCC2	-1.6
CCCCCCNC(=O)CC(c1ccccc1)c1cc(Br)ccc1O (stereo not drawn)	-1.0
Cc1cc2ncn(S(=O)(=O)c3ccc(S(=O)(=O)N4CCOCC4)cc3)c2cc1C	-0.4
CC1CCCC(NC(=O)CCCn2c(=O)[nH]c3cc(Cl)ccc3c2=O)C1C (stereo not drawn)	-2.1
Cc1ccc(N(CN2CCCC2=O)C(=O)c2ccccc2)cc1	-1.6
CN1CCCC1CCNc1ccc2sc3ccccc3c(=O)c2c1 (stereo not drawn)	1.3
Cc1c(NC(=O)c2ccc(S(=O)(=O)Nc3ccccc3F)cc2)c(=O)n(-c2ccccc2)n1C	0.1
O=C(CSc1c2c(nc3ccc(Cl)cc13)CCCC2)NCc1ccco1	-2.6
Cc1ccc(S(=O)(=O)c2nc(S(C)(=O)=O)sc2N2CCCCC2C)cc1 (stereo not drawn)	-1.0
O=S(=O)(c1ccccc1)c1nc(-c2cccc(Cl)c2)oc1N1CCOCC1	-0.4
CSc1nc(-c2ccccc2)nc(NC(=O)c2ccccc2)c1C(C)=O	0.8
O=S(=O)(NCc1cccnc1)c1ccc(Cl)c(Cl)c1Cl	0.8
C=C(c1ccc(OC)cc1)c1ccc(OC)cc1	0.1
O=C(O)COCC(=O)NCc1csc2ccccc12	-0.1
CC(C)NC(=S)N/N=C/c1ccc(N2CCOCC2)cc1	-1.7
CCCNC(=O)NCCC12CC3CC(CC(C3)C1)C2	-1.5
Fc1cc(F)cc(-c2c(-c3ccccc3)ncc3ccc(F)cc23)c1	-3.9
CC(C)[C@H](NC(=O)c1ccc(Cl)cc1Cl)C(=O)NNc1cccc(C(=O)O)c1	-0.7
CC1(C)CC(=O)C=C(c2ccc(CO)cc2)C1=O	0.5
COc1ccc(OC)c(C(=O)CSc2nnc(-c3cccs3)o2)c1	-0.1
O=S(=O)(NC1CC1)c1ccc(F)c(F)c1	4.0
CCOC(=O)CC1C(=O)NCCN1Cc1cccc(OC)c1 (stereo not drawn)	0.8
CN(C(=O)c1ccc(S(=O)(=O)N2CCCC2)cc1)C1CCS(=O)(=O)C1 (stereo not drawn)	-0.5
CCCOc1ccc(-c2c(C(=O)N/N=C/c3ccc(OCC)cc3)nnn2-c2nonc2N)cc1	3.4
CC(C)CC(=O)N1CCN(S(=O)(=O)c2ccc(C3CCCCC3)cc2)CC1	0.0
O=C(Nc1ccc(O)cc1)c1ccc2c(c1)C(=O)N(Cc1ccco1)C2=O	-0.8
O=C(Nc1ccc(CN2CCOCC2)cc1)c1ccc(F)cc1	-1.0
O=C(c1cccs1)N1CCC(N2CCN(c3ccccc3)CC2)CC1	-1.2
O=C(COC(=O)C1=COCCO1)Nc1ccccc1OC(F)F	1.6
CCOC(=O)c1cc2sccc2n1CC(=O)OC	6.4
O=C(O)CCCC(=O)Nc1cc([N+](=O)[O-])ccc1O	2.0
Cc1ccc(C(=O)N/N=C/c2ccc3c(c2)OCO3)o1	-2.9
Cc1ccc(-c2csc3ncnc(N4CCN(C(=O)c5ccco5)CC4)c23)cc1	0.5
Cc1ccc(-c2noc(CNCCCN(C)C)n2)cc1	7.6
O=C1C(NC(=O)N2c3ccccc3C=Cc3ccccc32)CCCCN1Cc1ccc(Cl)cc1 (stereo not drawn)	-1.1
CCNC(=O)C[C@@H]1C=C[C@@H](NS(=O)(=O)c2ccc(F)cc2)[C@@H](CO)O1	0.8
S=c1[nH]nc(-c2ccccn2)n1/N=C/c1ccco1	6.4
CN(c1ccc(Cl)cc1)c1cc2c(c3c1ccn3C)C1CCC2O1 (stereo not drawn)	0.1
Cn1c(SCc2nc(-c3ccc(Br)cc3)no2)nnc1-c1ccco1	3.1
COc1ccc(CC(=O)NCc2n[nH]c(=S)n2-c2ccccc2OC)cc1	0.9
CC1NC(=O)c2cc3ccccc3cc2-n2c1nc1ccc(F)cc1c2=O (stereo not drawn)	-0.5
Oc1ccccc1C1=Nc2nc3ccccc3n2C(c2ccccc2)C1 (stereo not drawn)	-0.7
CCN(CC)C(=O)Cc1ccccc1	-1.7
CC(C)(C)C(=O)Nc1cccc(-c2ncon2)c1	0.9
O=C(O)c1ccc(NCc2nc3cc4ccccc4cc3[nH]2)cc1	2.7
CCOC(=O)Nc1ccc2c3c(cccc13)-c1ccccc1-2	0.1
COc1ccc(S(=O)(=O)Nc2cccc3c2O[C@H](CN(C)S(=O)(=O)c2ccc(Cl)cc2)[C@H](C)CN([C@H](C)CO)C3=O)cc1	0.2
CCC(=O)Nc1sc(Cc2ccccc2)c(C)c1C(N)=O	-2.1

Carrying on:
SMILES	TTR transcr act
Cc1nc(-c2ccc(F)cc2)c(CC(=O)N(C)CC(=O)Nc2ccc(Cl)c(C(F)(F)F)c2)s1	-1.3
COc1ccc(C2CC(c3cccs3)=NN2C(=O)CCC(=O)O)cc1 (stereo not drawn)	-1.0
COc1ccc(OC)c(S(=O)(=O)N2CCN(C)CC2)c1	5.0
CCOc1ccc(C(=O)OCC(=O)Nc2cc(C)on2)cc1OCC	-0.4
O=C(Nc1ccc(Cl)cc1)c1cc(Br)ccc1OCC(=O)N1CCOCC1	-0.8
O=C(Oc1ccc(Br)cc1C(=S)N1CCCC1)c1ccccc1Cl	2.8
CCOC(=O)c1ccc2nc(NC(=O)c3cccs3)sc2c1	-3.6
O=C(Nc1ccccc1)c1ccc(OC(=O)c2cc3ccccc3o2)cc1	0.0
Cn1c(=O)c2cc(S(=O)(=O)NC(C(=O)NCc3cccnc3)c3ccccc3)ccc2n(C)c1=O (stereo not drawn)	2.5
CN(Cc1ccccc1)S(=O)(=O)c1ccc(S(=O)(=O)N(Cc2ccc(F)cc2)C2CCCC2)cc1	-1.3
CCOC(=O)CNC(=O)CSc1ncnc2c1cnn2Cc1ccccc1	-1.7
CCOC(=O)/C(C)=N/Nc1nc(-c2ccc(NC(C)=O)cc2)cs1	-1.4
COc1cc2c(cc1OC)CN(C(=O)c1ccc([N+](=O)[O-])o1)CC2	-1.5
N#Cc1ccc(-c2csc(NC(=O)C3CC3)n2)cc1	-2.0
Cc1ccc(NC(=O)C/C(N)=N/O)cc1Cl	3.2
Cc1cccc(CN(C(=S)Nc2c(C)cccc2C)c2cccnc2)c1	2.0
Brc1ccccc1OCCCN1CCCC1	-0.6
CCS(=O)(=O)c1ccc(-c2cccc(NC(=O)c3ccc(Br)o3)c2)nn1	-0.2
Cc1cc(/C=N/N2CCN(C)CC2)c(C)n1-c1ccccc1F	9.7*
CCCn1c(N)c(N(CCOC)C(=O)c2cccc(F)c2)c(=O)[nH]c1=O	-1.0

Arranged by value in TTR transcr act (rising): 3 of the compounds above.
SMILES	TTR transcr act
NS(=O)(=O)c1ccc(CNC(=O)c2ccc(C(=O)c3ccccc3)cc2)cc1	-1.0
O=C(Nc1ccc(Cl)cc1)c1cc(Br)ccc1OCC(=O)N1CCOCC1	-0.8
Cc1cccc(CN(C(=S)Nc2c(C)cccc2C)c2cccnc2)c1	2.0

Going on with the list:
SMILES	TTR transcr act
C(=C\c1ccccc1)/CN1CCN(c2ncnc3c2oc2ccccc23)CC1	-4.4
CCCC(=O)Nc1sc2c(c1C(=O)OCC)CC(C)(C)OC2	-1.2
CC(C)(C)n1nc2c(c1NC(=O)c1ccc(S(=O)(=O)N3CCCC3)cc1)CS(=O)C2 (stereo not drawn)	5.1
Cc1ccccc1OCC(O)CN1CCN(C)CC1 (stereo not drawn)	0.8
NC(=O)CSc1nnc(-c2ccc(S(=O)(=O)N3CCOCC3)cc2)n1Cc1ccccc1	9.5
O=[N+]([O-])c1ccccc1OCCN1CCOCC1	0.7
CC(=O)Cn1nnc2sc(-c3ccccc3)cc2c1=O	3.5
O=C(COc1ccc2c3c(c(=O)oc2c1)CCCC3)NCC(O)c1ccccc1 (stereo not drawn)	-3.3

Reprinted at random: five entries already listed.
SMILES	TTR transcr act
CC1CCCC(NC(=O)CCCn2c(=O)[nH]c3cc(Cl)ccc3c2=O)C1C (stereo not drawn)	-2.1
O=C(Nc1ccccc1)c1ccc(OC(=O)c2cc3ccccc3o2)cc1	0.0
CCOC(=O)Nc1ccc2c3c(cccc13)-c1ccccc1-2	0.1
Cc1ccc(NC(=O)C/C(N)=N/O)cc1Cl	3.2
CC(C)NC(=S)N/N=C/c1ccc(N2CCOCC2)cc1	-1.7

An excerpt. The share of hits here may be higher or lower than overall.
